# High-throughput results from PubChem BioAssay.
# GRK2 aptamer HTS: compounds blocking aptamer binding on GRK2 – biochemical, human GRK2, bead flow cytometry, HTS, primary screen; Beta-adrenergic receptor kinase 1 (Homo sapiens), P25098; actives 0.59% (n = 330,000); FAM-aptamer displacement from GRK2; inhibition of aptamer binding, % at 10 µM;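 active = inhibition of aptamer binding above 40%, roughly 3 SD of noise, on plates passing a quality check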;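 also: median bead fluorescence of bound FAM aptamer so fluorescent compounds give negative values; no value below 0 was filed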
# Target sequence (P25098 whole entry, looked up): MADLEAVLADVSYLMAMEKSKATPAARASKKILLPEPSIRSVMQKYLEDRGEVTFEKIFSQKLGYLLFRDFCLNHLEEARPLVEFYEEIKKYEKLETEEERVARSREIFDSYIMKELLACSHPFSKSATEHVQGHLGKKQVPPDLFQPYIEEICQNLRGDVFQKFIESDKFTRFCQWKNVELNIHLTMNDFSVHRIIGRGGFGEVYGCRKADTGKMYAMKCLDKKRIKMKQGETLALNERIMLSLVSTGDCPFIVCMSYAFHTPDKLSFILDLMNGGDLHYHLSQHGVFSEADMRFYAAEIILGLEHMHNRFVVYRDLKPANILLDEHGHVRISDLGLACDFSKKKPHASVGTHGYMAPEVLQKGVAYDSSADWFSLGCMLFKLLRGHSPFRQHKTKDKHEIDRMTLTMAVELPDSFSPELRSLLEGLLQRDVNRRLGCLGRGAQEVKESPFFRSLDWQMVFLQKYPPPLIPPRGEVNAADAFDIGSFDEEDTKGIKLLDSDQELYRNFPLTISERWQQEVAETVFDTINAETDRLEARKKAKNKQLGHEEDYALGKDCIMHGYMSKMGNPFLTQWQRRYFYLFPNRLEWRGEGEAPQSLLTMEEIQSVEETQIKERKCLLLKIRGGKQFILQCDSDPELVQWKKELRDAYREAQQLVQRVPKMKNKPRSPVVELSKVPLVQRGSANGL
# CR mimetic SO: reduction of superoxide in aged yeast, primary screen, HTS | superoxide response (% of plate mean), % at 10 µM | S. cerevisiae aged cells, superoxide DHE fluorescence; active compounds read low | AID 2690, 2010 | actives 0.18% (n = 330,000);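 active = superoxide response under a set limit, about three screen SD below normal, cut at about 65% in these data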;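 also: yeast aged for seven days with compound at 30 °C before DHE staining; 100% = average MFI of all compound-treated wells on the plate with controls excluded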
# LAP4 TOR yeast: modulators of LAP4-GFP expression in yeast, primary screen, S. cerevisiae, multiplex flow cytometry, MLPCN library; 3 h; median GFP as percent of DMSO wells; GFP response vs DMSO, % at 10 µM; actives 0.34% (n = 320,000); AID 2023, 2009;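 active = GFP response vs DMSO above a set limit, about the screen mean plus 3 SD, cut at about 150% in these data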
# CIT2-GFP yeast: modulators of CIT2-GFP expression in yeast, primary screen, S. cerevisiae, GFP fusion, multiplex flow cytometry, MLPCN library | S. cerevisiae CIT2-GFP strain, 3 h; 100 means same as DMSO wells | GFP response vs DMSO, % at 10 µM | actives 0.065% (n = 320,000);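 active = GFP response relative to DMSO above a set limit, near the screen mean plus 3 SD, cut at about 150% in these data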;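 also: ratio of well median GFP fluorescence to mean of DMSO wells on the plate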
# VLA-4 inh: inhibition in human VLA-4 binding assay, primary screen, VLA-4 allosteric modulator project, MLPCN library, flow cytometry, VLA-4 expressing cells | Integrin alpha-4 (Homo sapiens), P13612 | actives 0.2% (n = 330,000) | ligand binding flow cytometry | inhibition, % (about 7 µM as worked out from the volumes in the protocol) | AID 2557, 2010; in the data active = inhibition above about 50%
# MEP2-GFP yeast: modulators of MEP2-GFP levels in yeast, primary screen, S. cerevisiae, multiplex flow cytometry, MLPCN library. S. cerevisiae MEP2-GFP strain, 3 h; 100% = DMSO control level. GFP response vs DMSO, % at 10 µM. actives 0.51% (n = 330,000). AID 2016, 2009;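 active = GFP response versus DMSO above a set limit, roughly screen mean plus 3 SD, cut at about 180% in these data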;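 also: median GFP fluorescence of the barcode-gated MEP2-GFP cells per well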
# RPL19A-GFP yeast: RPL19A-GFP expression modulators in yeast, primary screen, cell-based, S. cerevisiae, multiplex flow cytometry, MLPCN; S. cerevisiae RPL19A-GFP strain, 3 h; active compounds read low; percent response vs DMSO, % at 10 µM; actives 0.3% (n = 330,000); AID 2025, 2009;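 active = percent response vs DMSO below 50%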;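 also: median channel GFP fluorescence of the barcoded RPL19A-GFP strain; ratio of sample median GFP to plate DMSO average so 100% = DMSO; lower means less RPL19A-GFP as with rapamycin TOR inhibition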
# AGP1 TOR yeast: modulators of AGP1-GFP expression in yeast TOR pathway, primary screen, cell-based, multiplex flow cytometry, S. cerevisiae, MLPCN library; 3 h; GFP as percent of DMSO wells; actives 0.02% (n = 320,000); GFP response vs DMSO, % at 10 µM; AID 2066, 2009;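 active = GFP response relative to DMSO above a set limit, near screen average plus 3 SD, cut at about 150% in these data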;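 also: median GFP channel fluorescence of the gated AGP1 strain per well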
# Numbers without * were called inactive; x = not tested or not shown.
SMILES,GRK2 aptamer HTS,CR mimetic SO,LAP4 TOR yeast,CIT2-GFP yeast,VLA-4 inh,MEP2-GFP yeast,RPL19A-GFP yeast,AGP1 TOR yeast
Cc1oc(-c2ccccc2F)nc1CS(=O)CC(=O)NCc1ccc(F)cc1 (stereo unspecified),2,118,87,86,-2,92,94,92
CCN1CCN(C/C(C)=C/c2ccccc2)CC1,1,93,97,109,3,102,101,104
Cc1ccc(C(=O)N/N=C\c2cc3c(cc2Br)OCO3)s1,0,96,100,98,14,105,102,101
Cc1ccc2nc(-c3ccccc3)c(-c3ccccc3)nc2c1,0,112,98,105,3,98,103,98
COC(=O)C1CCN(C(=O)c2cc(S(=O)(=O)N3CCCCC3)ccc2Cl)CC1,0,139,83,95,12,85,90,89
CC(C)N(CC#CCC(O)(c1ccccc1)c1ccccc1)C(C)C,3,102,95,108,9,103,102,105
Cc1cc2nnc(SCC(=O)N3C(C)CCCC3C)n2c(N)n1 (stereo unspecified),2,107,97,94,13,105,99,95
Cc1cccc(N2CCN(C(=O)CCCn3c(=O)[nH]c4ccsc4c3=O)CC2C)c1 (stereo unspecified),1,93,94,101,-8,105,101,96
COc1ccccc1CNC(=O)C[n+]1ccccc1,0,96,93,100,-8,102,93,91
COc1cc(/C=N/N(C)C2=NS(=O)(=O)c3ccccc32)cc(OC)c1OC,5,103,95,97,19,94,98,96
CSc1nc(O)cc(=O)n1-c1ccc(F)cc1,0,92,100,103,2,96,101,94
O=C(Nc1cc2c(cc1Br)OCCO2)c1cccs1,0,100,114,108,-8,120,108,110
COC(=O)Nc1ccc(S(=O)(=O)N2CCN(c3ccc(F)cc3)CC2)cc1,50*,111,93,x,8,95,100,97
O=C(Cn1cnc2ccccc2c1=O)NC1CCCc2ccccc21 (stereo unspecified),3,89,84,85,-5,72,84,85
CCCCc1nnc(NC(=O)CCS(=O)(=O)c2ccc(Cl)cc2)s1,3,98,93,96,0,93,90,91
O=c1[nH]cnc2c1nnn2Cc1ccccc1,2,109,96,92,12,104,98,96
CC(=O)N=c1sccn1CC(O)c1ccccc1 (stereo unspecified),2,105,96,99,6,104,103,103
COc1ccc(/C=C(/NC(=O)c2ccccc2)C(=O)N2CCCC2)cc1OC,1,108,88,82,-15,108,91,17
O=C(Cn1nc(-c2ccccc2)ccc1=O)NCCN1CCN(Cc2ccccc2)CC1,1,116,99,105,5,108,102,104
COc1ccc(C(=O)Nc2c(Cl)cc(Cl)cc2C(=O)N2CCC(C)CC2)cc1,0,91,90,93,15,99,102,94
O=S(=O)(Nc1ccc(Cl)nn1)c1ccccc1,0,106,100,97,5,91,96,95
CCc1cc2ccc(C)cc2nc1SCC(=O)Nc1cc(C)on1,1,116,100,100,2,105,98,100
COc1cc(C(=O)Nc2ccc(F)cc2Cl)ccc1OCC(=O)N1CCOCC1,3,99,108,92,6,98,102,110
CC(NC(=O)CCl)c1ccc(Cl)c(Cl)c1 (stereo unspecified),0,97,97,95,22,98,94,97
Cc1ccc(Sc2nc(-c3ccccc3)ccc2C#N)cc1,0,91,108,94,14,106,97,103
COc1ccc2c(c1)C(=NN)c1cc(OC)ccc1-2,0,97,114,98,-11,105,96,95
C=CCSc1nnc(-c2cc3c(-c4ccccc4)nn(C)c3s2)n1C,0,109,102,90,3,95,92,78
COc1cc(OC)c(S(=O)(=O)Nc2ccccc2N2CCOCC2)cc1NC(C)=O,3,108,98,100,-117,90,98,101
Oc1[nH]c2ccccc2c1N=Nc1nc(Nc2ccccc2)nc(N2CCOCC2)n1,0,116,104,107,-2,100,105,92
COCCCN(C(=O)Cc1coc2cc(C)c(C)cc12)c1c(N)n(Cc2ccccc2)c(=O)[nH]c1=O,0,101,103,91,8,104,99,104
Cc1oc(-c2ccc(Cl)cc2)nc1CS(=O)CC(=O)NC1CC1 (stereo unspecified),0,127,105,109,6,104,105,102
CCCCn1nnnc1SCC(=O)Nc1cccc(C)n1,1,91,103,93,-5,99,100,99
CC(=O)c1cn(CC(=O)Nc2cccc(C)c2C)c2ccccc12,2,105,115,103,12,104,102,110
N/C(Cc1ccc([N+](=O)[O-])cc1)=N\OC(=O)c1ccc(Br)o1,0,98,100,101,14,108,102,97
CCn1cc(C(=O)NCCN(C)C)c(=O)c2cc(F)c(N3CCN(C)CC3)cc21,1,100,96,86,7,101,104,87
CC(C)c1ccc(NC2CCCN(C(=O)CCN3Cc4ccccc4C3=O)C2)cc1 (stereo unspecified),37,96,96,91,-115,96,97,101
CCOC(=O)c1[nH]c2cc(OC)c(OC)cc2c1NC(=O)CCN1CCSCC1,1,105,105,93,8,98,93,104
O=C(c1cc(F)c(F)cc1Cl)N1CCN(c2ccc([N+](=O)[O-])c3ncccc23)CC1,0,91,93,113,0,99,108,98
CCN(C(=O)c1cnc(NC(C)C)cc1C(F)(F)F)c1ccc(Cl)cc1Cl,0,93,101,97,-5,98,103,108
O=C1C=C(NNC(=O)c2ccccc2Br)CCC1,2,96,73,97,9,91,102,90

# Reformatted field by field: part of the list above
CC(=O)c1cn(CC(=O)Nc2cccc(C)c2C)c2ccccc12
  GRK2 aptamer HTS: 2	CR mimetic SO: 105	LAP4 TOR yeast: 115	CIT2-GFP yeast: 103	VLA-4 inh: 12	MEP2-GFP yeast: 104	RPL19A-GFP yeast: 102	AGP1 TOR yeast: 110

N/C(Cc1ccc([N+](=O)[O-])cc1)=N\OC(=O)c1ccc(Br)o1
  GRK2 aptamer HTS: 0	CR mimetic SO: 98	LAP4 TOR yeast: 100	CIT2-GFP yeast: 101	VLA-4 inh: 14	MEP2-GFP yeast: 108	RPL19A-GFP yeast: 102	AGP1 TOR yeast: 97

CCn1cc(C(=O)NCCN(C)C)c(=O)c2cc(F)c(N3CCN(C)CC3)cc21
  GRK2 aptamer HTS: 1	CR mimetic SO: 100	LAP4 TOR yeast: 96	CIT2-GFP yeast: 86	VLA-4 inh: 7	MEP2-GFP yeast: 101	RPL19A-GFP yeast: 104	AGP1 TOR yeast: 87

# Going on with the list.
SMILES,GRK2 aptamer HTS,CR mimetic SO,LAP4 TOR yeast,CIT2-GFP yeast,VLA-4 inh,MEP2-GFP yeast,RPL19A-GFP yeast,AGP1 TOR yeast
Cc1ccc(OCC(=O)N(C)CCc2ccccn2)cc1,0,90,103,96,0,104,97,99
COc1ccc(-n2c(C)cc(=O)[nH]c2=O)cc1,0,99,78,93,8,85,92,86
Cc1ccc2oc(=O)n(Cc3ccc(OC(C)C)cc3)c2c1,2,96,91,90,24,99,90,88
COc1ccc(/C=C2\SC(=O)N(CCNC(=O)CN3C(=O)NC4(CCCC4)C3=O)C2=O)cc1,0,105,105,99,0,103,102,103
O=C1C2CC=CCC2C(=O)N1c1ncn[nH]1 (stereo unspecified),0,104,102,100,-9,102,102,97
CCN(CC)C(=O)c1ccc2c(c1)nnn2C,6,99,93,104,-2,107,105,98
CC(=O)NC/C(C)=N\Nc1ccc([N+](=O)[O-])cc1,0,101,96,124,-83,122,110,105
Cc1ccc(-n2nc3c(=O)n(CCCC(=O)NCc4ccco4)nc(C)c3c2C)cc1,0,83,98,105,-16,96,104,103
CC(=O)N=Nc1[nH]c(N)c2ccccc12,4,91,105,98,11,105,102,97
C/C(=N/NC(=O)CNC(=O)c1ccncc1)c1ccc(Cl)cc1,1,102,100,86,2,90,95,96
O=C(CS(=O)CC(=O)Nc1ccccc1-c1ccccc1)Nc1ccc(F)cc1 (stereo unspecified),4,104,106,108,0,102,103,107
COc1ccc(N2CCN(S(=O)(=O)c3ccc4c(c3)NC(=O)C(C)S4)CC2)cc1 (stereo unspecified),3,96,101,97,3,104,99,101
CN1CCCC1CCNc1ccc2oc3ccccc3c(=O)c2c1 (stereo unspecified),0,97,123,84,-11,87,96,84
CCn1c(SCc2cc(=O)[nH]c3ccccc23)nnc1C1CC1,0,100,107,105,16,112,109,113
CCOc1cccc(OCCCCN2CCOCC2)c1,0,87,104,111,5,107,99,x
COc1ccc(N2C(=O)C3CCCN3C2c2ccccc2F)cc1 (stereo unspecified),0,97,97,105,-5,105,99,105
Cc1ccc(S(=O)(=O)N(C)Cc2ccc(C(=O)N/N=C3\CCCC(=O)C3)cc2)cc1,0,102,92,102,-10,101,104,101
Cc1nn(-c2ccccc2)c(C)c1C(=O)OCC(N)=O,1,91,107,77,26,108,92,92
Cc1ccc2cc(CN(CC3CCCO3)C(=O)c3cccs3)c(=O)[nH]c2c1 (stereo unspecified),2,101,89,100,4,93,99,96
COc1ccc(Cn2nc(C(=O)O)c3ccccc3c2=O)cc1F,0,96,109,100,1,105,96,94
Cc1cc(C)cc(N2CCN(C(=O)N3CCOCC3)CC2)c1,0,114,102,99,-6,106,102,98
CCOc1cc(CN2CCCC(N3CCN(c4ccc(F)cc4)CC3)C2)ccc1OC (stereo unspecified),5,94,76,78,-4,92,93,91
Clc1ccc2c(c1)C1OCCC1C(c1ccco1)N2 (stereo unspecified),3,110,x,86,-8,91,94,84
O=C(N/N=C/c1ccncc1)c1nn(Cc2ccccc2)c(=O)c2ccccc12,2,83,98,92,3,95,93,94
Cc1ccc(-c2nn3c(C)nnc3s2)cc1NC(=O)c1ccc(-c2ccc(Cl)cc2Cl)o1,0,97,98,99,-1,90,95,97
CCCn1c(=O)cc(N)n(-c2ccc(OC(F)(F)F)cc2)c1=O,1,100,91,99,-8,105,105,96
O=C(Nc1ccc(OC(F)F)cc1)c1ncc(Cl)c(Cl)c1Cl,0,84,88,86,1,84,85,89
Cc1[nH]c2ccc(C(=O)NCCCN3CCCCC3)cc2c1C,0,89,90,101,39,104,101,104
CCOc1cc(/C=N/Nc2nc(N3CCCCC3)nc(N3CCCCC3)n2)ccc1OC(=O)c1ccco1,2,95,97,100,11,101,99,95
O=C(NCC(c1cccs1)N1CCOCC1)c1cn(-c2ccccc2)nc1-c1ccc(F)cc1 (stereo unspecified),2,100,107,86,1,99,100,107
CC(C)CNS(=O)(=O)c1cc(C(=O)OC2CCOC2=O)c(Cl)cc1Cl (stereo unspecified),0,95,86,103,0,101,100,102
C/C(=N\N1CCN(c2ccc(Cl)cc2)CC1)c1ccco1,0,110,105,116,-9,132,106,106
CCOC(=O)c1c(-c2ccccc2)csc1NC(=O)CSc1nncs1,0,112,117,90,-28,104,91,99
CCCCOC(=O)c1ccc(N2C(=O)CC(N3CCN(C/C=C/c4ccccc4)CC3)C2=O)cc1 (stereo unspecified),0,89,98,96,8,105,98,99
O=C(CNC(=O)Cc1ccccc1)N=Nc1c(O)[nH]c2ccccc12,0,106,93,102,4,93,99,100
Cc1ccc(NC(=O)CN2C(=O)N/C(=C\c3ccco3)C2=O)cc1,0,106,103,104,-15,105,121,108
COc1cc(CC(=O)OCC(=O)Nc2ccc(Cl)c(S(=O)(=O)N(C)C)c2)cc(OC)c1OC,0,79,108,108,-2,105,101,109
COc1ccc(C(C)(C)C)cc1NC(=O)COc1ccc(-c2nnco2)cc1,0,109,111,87,18,95,94,99
NC(=O)CC(NC(=O)Cc1ccc(Cl)cc1)c1ccc(NC2CCCC2)c([N+](=O)[O-])c1 (stereo unspecified),0,101,126,96,18,98,100,93
Cc1cc(C)c2c(n1)nn1c(N3CCN(c4ccccc4)CC3)cc(C)nc21,2,114,114,104,-2,102,98,102
Cc1ccc(C(=O)N(CN2CCCC2=O)c2ccc(F)cc2)cc1,0,96,80,104,8,101,99,92
Cc1ccc(OCCCn2ccnc2)c(Br)c1,1,106,94,106,4,113,104,103
Cc1ccc(CSc2nc3c(c(=O)[nH]c(=O)n3C)n2CCC(C)C)cc1,1,99,95,98,-22,92,100,106
